Screens (PubChem)
AID2073 – inhibitors of Mint1-CaV2.2 protein interaction, biochemical, HTRF (AID 2073) | HTRF protein-protein interaction, Mint1-CaV2.2; higher % means a stronger effect | inhibition, % at 20 µM, or IC50 in µM where a hit was titrated | 290,000 compounds, 0.19% hits; in the data active = inhibition mostly above about 51%, no sharp cut-off; inconclusive = no clear call, values can overlap the other calls; inactive = mostly below about 53%; note: some results filed as inactive read as strong as hits
HIV peptide binding – cell-free HIV fusion peptide-binding blockers – biochemical, uHTS, fluorescence dequenching, primary screen (AID 1986); 290,000 compounds, 0.3% hits; inhibition, % at 20 µM, or IC50 in µM where a hit was titrated; cell-free peptide binding, fluorescence dequenching, 30 min; higher % means a stronger effect; in the data active = inhibition mostly above about 52%, no sharp cut-off; inactive = mostly below about 76%; note: some results filed as inactive read as strong as hits
* marks the source's active call; other numbers are inactive results; ? = inconclusive. Some of the compounds tested; count on the stated rates, not on these rows.

| Molecule | AID2073 | HIV peptide binding |
| --- | --- | --- |
| Cc1ccccc1-c1nnc(CN2CCN(C(=O)c3ccco3)CC2)o1 | 6% | 0.9% |
| O=C(NC1CCCCC1)c1ccc2[nH]c(=O)c(=O)[nH]c2c1 | 13% | -1.3% |
| Cc1c(CCC(=O)NC2CC2)c(=O)oc2c(C)c(O)ccc12 | ? | -1.0% |
| Cc1cccc(NC(=O)NC2CCCCCCC2)c1C | 9% | 2.3% |
| CC1CCCCN1C(=O)c1cc2c(=O)n3ccccc3nc2s1 (centres undefined) | 26% | -0.3% |
| COC(=O)c1sc(N2C(=O)C(O)=C(C(=O)c3ccc(C)o3)C2c2ccc([N+](=O)[O-])cc2)nc1C (centres undefined) | -4% | 60% |
| CCOc1ccc(NC(=O)CN(C)C(=O)c2cccnc2Sc2ccc(C)c(C)c2)cc1OCC | -1% | -0.4% |
| CC(C)c1ccc(/C=N/n2c(COc3ccccc3)n[nH]c2=S)cc1 | -42% | 8.6% |
| CCOc1ccccc1NC(=O)c1ccc2nc[nH]c2c1 | 20% | 0.1% |
| O=C(O)C1CCCN(S(=O)(=O)c2ccc(-c3ccc(=O)[nH]n3)s2)C1 (centres undefined) | 0% | -0.6% |
| CN(C)S(=O)(=O)N(CC(=O)Nc1ccc(S(=O)(=O)N2CCCC2)cc1)c1ccccc1 | 13% | 1.3% |
| COC(=O)c1cc(S(=O)(=O)Nc2ccc(C)cn2)c[nH]1 | 2% | -1.2% |
| Cc1ccc(CNC(=O)C2CCC(=O)N2C(C)C)cc1 (centres undefined) | 7% | 0.4% |
| Cc1cccc(NC(=O)c2cnccn2)c1 | 6% | 1.7% |
| Cn1c(CNC(=O)CNC(=O)c2cccc(Cl)c2)cc(=O)n(C)c1=O | 6% | -0.3% |
| O=C(Oc1ccc(/C=N/NC(=O)c2ccccn2)cc1)c1ccc(Br)cc1 | 64% | 0.8% |
| CC(C)[C@H](NC(=O)N1c2ccccc2NC(=O)[C@@H]1C(C)C)C(=O)N1CCC[C@H]1C(=O)O | 6% | 2.2% |
| O=C(NCCNC(=O)c1ccc(Cl)cc1Cl)c1cnccn1 | -1% | -0.5% |
| O=C(Nc1ccc(S(=O)(=O)Nc2nccs2)cc1)c1nn(-c2ccc(F)cc2)ccc1=O | 34% | 17% |
| CCN(CC)CCn1c(NC(=O)c2ccc(C)cc2)nc2ccccc21 | 12% | -1.0% |
| Cc1cc(C(=O)O)ccc1N=Cc1c(O)ccc2ccccc12 | 11% | 18% |
| COc1cc(OC)c(NC(=O)C2CCCN2C(=O)OCc2ccccc2)cc1Cl (centres undefined) | 2% | 1.7% |
| CCCCOc1ccc(C(=O)NCCc2ccccc2)cc1 | 11% | 0.8% |
| Cc1ccc(S(=O)(=O)N2CCN=C2SC(C)c2ccccc2)cc1 (centres undefined) | 2% | 2.6% |
| O=C(CN1CCCCCC1)Nc1ccc(Cl)cc1F | 2% | -0.8% |
| CCC(C(=O)NC1CCCCC1)n1c2ccccc2c2nc(=O)cc(C)n21 (centres undefined) | 6% | 2.6% |
| Cc1c(Cl)cccc1NC(=O)C1CCN(c2cnccn2)CC1 | 13% | -1.4% |
| COc1ccc(CC(=O)NC2CCSc3ccccc32)cc1OC (centres undefined) | 10% | 0.9% |
| COc1ccccc1CCNC(=O)C(=O)NCC1OCCN1S(=O)(=O)c1ccc(F)cc1 (centres undefined) | 8% | 0.1% |
| COc1ccc(CCNC(=O)CC(C)S(=O)(=O)c2ccc3c(c2)NC(=O)CO3)cc1OC (centres undefined) | -4% | 1.1% |

Next results follow.
| Molecule | AID2073 | HIV peptide binding |
| --- | --- | --- |
| CC(=O)c1c(C)[nH]c(C(=O)NCC2CCCCC2)c1C | 2% | -1.0% |
| COc1ccc(C(=O)C2CCN(CC(=O)Nc3ccc(C)cc3)CC2)cc1 | 14% | -0.9% |
| COc1ccc(CN(C)C(=O)c2cc(-c3ccc(OC)c(OC)c3)nc3ccccc23)c(OC)c1 | 15% | -1.4% |
| O=C(Nc1cc(-c2nc3ncccc3o2)ccc1Cl)c1cccs1 | 13% | -0.8% |
| O=C(CCN1CCCCC1=O)NC1CCCc2c1cnn2-c1ccccc1F (centres undefined) | 5% | -1.1% |
| CC(C)NC(=O)c1sc(=S)n2c1[nH]c(=O)c1ccc(C(=O)NCCc3ccc(Cl)cc3)cc12 | 23% | 96µM* |
| CN(C(=O)c1ccc(-c2nn(C)c(=O)c3ccccc23)cc1)C1CCCCC1 | 10% | -0.4% |
| Cc1ccc(N(CC(=O)NC2CCCC2)C(=O)c2nsc(Cl)c2Cl)cc1 | -6% | -0.2% |
| COCCc1nc2ccc(C(=O)NCc3cccc(-n4cccn4)c3)cc2o1 | 14% | -0.2% |
| COc1cccc(CNC(=O)CCC(=O)N2CC(C)Oc3ccccc32)c1OC (centres undefined) | 7% | -0.9% |
| Cc1ccc(C)c(C(=O)COC(=O)C(C)N2C(=O)C3C4CCC(C4)C3C2=O)c1 (centres undefined) | 6% | -1.4% |
| O=C1CCCCN1CC(=O)N1CCCC(Nc2ccc(F)c(F)c2)C1 (centres undefined) | 2% | -0.2% |
| CCn1c(SCC(=O)N2CCCC2)nnc1-c1ccco1 | 2% | 0.7% |
| COc1cccc(CNC(=O)c2ccc(N3CCOCC3)c([N+](=O)[O-])c2)c1 | 4% | -1.5% |
| [N-]=[N+]=N[C@@H](CCN1CC[C@H](NC(=O)OCc2ccccc2)CCC1=O)c1ccccc1 | 0% | 1.5% |
| CC(=O)N1CCN(c2ccccc2NC(=O)c2cccs2)CC1 | 11% | -2.1% |
| COc1cccc(NC(=O)CN(C)S(=O)(=O)c2ccc3[nH]c(=O)oc3c2)c1 | 8% | 2.9% |
| COc1c(C)cc(C(=O)C2CCCN(C(=O)c3cc(C)n(C)n3)C2)cc1C (centres undefined) | 16% | -1.8% |
| CC(C)[C@H](NC(=O)N1CCn2c1nc1ccccc12)C(=O)N1CCCCC1 | ? | 0.2% |
| Cc1nc(Nc2ccccc2)c2oc3ccc(Cl)cc3c2n1 | 20% | 4.8% |
| CCc1ccc(OCC(=O)N2CC(C(N)=O)Oc3ccccc32)cc1 (centres undefined) | 13% | -1.1% |
| COc1ccccc1CNC(=O)C1CCCN(S(=O)(=O)c2cccc3nsnc23)C1 (centres undefined) | -5% | -0.1% |
| O=C(Nc1cccc(NC(=O)c2ccccc2)n1)c1ccccc1 | 26% | -1.4% |
| COc1ccc(-n2nc3c(c2NC(=O)c2ccccc2S(=O)(=O)C(F)F)CS(=O)(=O)C3)cc1 | -4% | 0.8% |
| CCOC(=O)NN1C(=O)c2ccccc2NC1c1cccs1 (centres undefined) | 11% | -1.2% |
| COc1ccc(C(=O)N2CCCC(N3CCN(c4ccccc4F)CC3)C2)c(OC)n1 (centres undefined) | 6% | 2.4% |
| O=C(O)c1cccc(Nc2c3ccccc3nc3ccccc23)c1 | 9% | -2.2% |
| COCCn1c(=O)[nH]c2cc(C(=O)Nc3cccc(C(C)=O)c3)ccc2c1=O | 0% | 2.2% |
| O=C(CCS(=O)(=O)c1ccc(Br)cc1)NCc1ccco1 | 12µM* | 2.9% |
| CCCOc1ccc(C(=O)Nc2ccc3c(c2)OCCO3)cc1 | 1% | -0.6% |

Other compounds:
| Molecule | AID2073 | HIV peptide binding |
| --- | --- | --- |
| CC12CCC(=O)N1C(C(=O)Nc1cccc(F)c1)CS2 (centres undefined) | 8% | 0.5% |
| COc1ccc(OC)c(NC(=O)c2cc(-c3c(C)cc(C)cc3O)n[nH]2)c1 | 26% | -0.3% |
| COc1ccc(NC(=O)CSc2ccc3nnc(CCNC(=O)c4ccccc4)n3n2)cc1 | -2% | 0.6% |
| CN(Cc1ccccc1)C(=O)CN(c1ccccc1Cl)S(C)(=O)=O | -3% | -0.4% |
| COc1cccc(C(=O)N2CCCN(C)CC2)c1OC | 12% | 0.8% |
| O=C(CN1CCN(Cc2ccccc2)CC1)Nc1cccc(Br)c1 | -13% | 2.8% |
| CC1=NN(C(N)=S)C(=O)C1N=Nc1cccc([N+](=O)[O-])c1 (centres undefined) | -1% | 0.2% |
| O=c1oc2ccccc2n1Cc1ccccc1F | 9% | 5.3% |
| CC(NC(=O)C1CCN(S(=O)(=O)c2ccc(Br)s2)CC1)c1ccccc1 (centres undefined) | 9% | 1.5% |
| Cc1ccc(CCN2CC(C(=O)NCCN(C)C)CC2=O)cc1 (centres undefined) | 7% | -0.4% |
| Cc1ccc(-c2noc(C3CCCN(C(=O)c4cccc([N+](=O)[O-])c4)C3)n2)o1 (centres undefined) | ? | 0.5% |
| COC(=O)c1ccccc1NC(=S)N1CCN(c2ccccc2)CC1 | -15% | 0.6% |
| COc1cc(-c2c(-c3ccc4c(c3)OCO4)noc2-c2ccsc2)ccc1F | -4% | -0.8% |
| COc1ccc(-n2nc(C(=O)NCC(=O)Nc3cc(Cl)c(OC)cc3OC)c3ccccc3c2=O)cc1 | 20% | -0.7% |
| COc1ccc2[nH]c3c(c2c1)CCN1C(=O)N([C@@H](C)C(=O)NC2CC2)C(=O)[C@]31C | 10% | 34% |
| CC(NS(=O)(=O)c1ccccc1)C(=O)NC1CCCC1 (centres undefined) | -5% | 1.5% |
| Cc1cc(Nc2cccc(C(=O)O)c2)n2ncnc2n1 | 12% | -1.2% |
| O=S(=O)(c1ccc(Br)cc1)N1CCC2(CC1)OCCO2 | -5% | -1.0% |
| CCOc1ccc(-c2nnc(NC(=O)C3CCCC3)o2)cc1 | -5% | -0.1% |
| COc1ccc(C)cc1NC(=O)CCS(=O)(=O)c1ccc2c(c1)oc(=O)n2C | 14% | 1.4% |
| COc1cccc(CC2(CO)CCCN(Cc3ccccc3Cl)C2)c1 (centres undefined) | 0% | -0.6% |
| CC(C)(C)NC(=O)c1ccc2c(c1)C(=O)N(Cc1ccco1)C2=O | 8% | 0.4% |
| CCOC(=O)c1cc(S(=O)(=O)NC2CCC(C)CC2)cn1C (centres undefined) | 8% | 0.3% |
| COc1ccc(OC)c(NC(=O)CN(c2ccc(C)cc2)S(=O)(=O)c2c(C)n[nH]c2C)c1 | -4% | -1.4% |
| Cc1ccc(NS(=O)(=O)c2ccc3c(c2)n(C)c(=O)c(=O)n3C)c(C)c1 | 5% | -1.0% |
| CSc1nsc(SCC(=O)NCc2ccccc2)n1 | 1% | 3.0% |
| CC(=O)c1cccc(NC(=O)N(c2ccccc2)c2ccccc2)c1 | 9% | -2.9% |
| COc1ccccc1CC(=O)NC1CC1 | -5% | -0.5% |
| COc1ccc(-n2nnnc2-c2ccc(S(C)(=O)=O)cc2Cl)cc1 | 10% | 2.9% |
| CS(=O)(=O)N(CC(=O)Nc1ccccc1C(=O)N1CCOCC1)c1cccc(F)c1 | 12% | 1.0% |

Rewritten with the structure last: entries from further up.
AID2073 | HIV peptide binding | Structure
20% | -0.7% | COc1ccc(-n2nc(C(=O)NCC(=O)Nc3cc(Cl)c(OC)cc3OC)c3ccccc3c2=O)cc1
10% | 34% | COc1ccc2[nH]c3c(c2c1)CCN1C(=O)N([C@@H](C)C(=O)NC2CC2)C(=O)[C@]31C
-5% | 1.5% | CC(NS(=O)(=O)c1ccccc1)C(=O)NC1CCCC1 (centres undefined)
12% | -1.2% | Cc1cc(Nc2cccc(C(=O)O)c2)n2ncnc2n1

Continued:
Each structure is followed by: AID2073	HIV peptide binding
CCc1ccc(S(=O)(=O)N/N=C(/C)c2ccncc2)cc1
→ -26%	2.0%
Cc1ccc(CCNC(=O)CN2C(=O)COc3ccc(S(=O)(=O)N4CCC(C)CC4)cc32)cc1
→ 1%	-0.4%
C=CCC1(CC=C)CCCN1C(=O)Cn1nnnc1CN(C)C(C)C
→ -3%	1.1%
Cc1oc2cc3oc(=O)c(CCC(=O)N(C)CC(=O)O)c(C)c3cc2c1C
→ 15%	0.9%
O=[N+]([O-])c1cc([N+](=O)[O-])c2oc(-c3ccccc3)c(Br)c2c1O
→ 5%	8µM*
OC(CNC1CCCC1)COc1ccc(Cl)cc1 (centres undefined)
→ 21%	-0.4%
Cc1ccccc1Cc1c(C)nc2nc(SCC(=O)NCCCN3CCCC3)nn2c1C
→ ?	-0.5%
COc1cc(CN(C(=O)c2cccs2)C2CCS(=O)(=O)C2)cc(OC)c1OC (centres undefined)
→ 5%	-0.3%
CC(C)C(OC(=O)c1cccs1)C(=O)NCc1ccc(F)cc1 (centres undefined)
→ 0%	0.2%
Nc1nonc1-n1nnc(C(=O)N/N=C/c2ccc(F)cc2)c1-c1ccc2c(c1)OCO2
→ 15%	0.8%

(further entries)
Each structure is followed by: AID2073	HIV peptide binding
CNCc1c(OCc2ccccc2)ccc2ccccc12
→ 6%	1.3%
O=C(Nc1ccc(S(=O)(=O)N2CCOCC2)cc1)c1cccc([N+](=O)[O-])c1
→ 11%	-1.5%
COc1cc(C(=O)NC(C)c2ccc(-n3ccnc3)cc2)cc(OC)c1C (centres undefined)
→ 5%	-0.6%
O=C(O)c1cc(-c2ccc3ccccc3c2)nc2ccc(F)cc12
→ 20%	10%
CCCCN(C(=O)CCCc1nc2ccccc2c(=O)[nH]1)c1c(N)n(CCCC)c(=O)[nH]c1=O
→ 2%	0.8%
O=C(CN1CCOCC1)N1c2ccccc2Sc2ccccc21
→ -16%	2.5%
CCC(C)[C@H]1COCCS(=O)(=O)N1Cc1ccccc1F (some centres undefined)
→ -5%	-0.2%

A few values from the list.
Under AID2073, CNCc1c(OCc2ccccc2)ccc2ccccc12 has 6%
Under AID2073, CCC(C)[C@H]1COCCS(=O)(=O)N1Cc1ccccc1F (some centres undefined) has -5%

One compound at a time, from the list above.
CCC(C)[C@H]1COCCS(=O)(=O)N1Cc1ccccc1F (some centres undefined) as listed: AID2073: -5%; HIV peptide binding: -0.2%
O=C(O)c1cc(-c2ccc3ccccc3c2)nc2ccc(F)cc12 as listed: AID2073: 20%; HIV peptide binding: 10%
COc1cc(C(=O)NC(C)c2ccc(-n3ccnc3)cc2)cc(OC)c1C (centres undefined) as listed: AID2073: 5%; HIV peptide binding: -0.6%
